Kir21 inh – inhibitors of mouse Kir2.1 inward-rectifier potassium channel | P35561 | B-score at 10 µM | HEK293-Kir2.1, FluxOR thallium flux fluorescence; active compounds read low | AID 1672 | 0.85% of 310,000 active;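 active means fluorescence ratio B-score at or below minus 3 SD of library scores, with starting-brightness B-score within 2 SD, cut at about -4.2 in these data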;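 further: channel flux triggered by added potassium and thallium sulfate stimulus; B-score of peak minus minimum fluorescence over baseline after thallium stimulus; more negative B-score means stronger Kir2.1 block with less thallium influx; some compounds called inactive have numbers as strong as hits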
Target sequence (P35561 whole entry, looked up): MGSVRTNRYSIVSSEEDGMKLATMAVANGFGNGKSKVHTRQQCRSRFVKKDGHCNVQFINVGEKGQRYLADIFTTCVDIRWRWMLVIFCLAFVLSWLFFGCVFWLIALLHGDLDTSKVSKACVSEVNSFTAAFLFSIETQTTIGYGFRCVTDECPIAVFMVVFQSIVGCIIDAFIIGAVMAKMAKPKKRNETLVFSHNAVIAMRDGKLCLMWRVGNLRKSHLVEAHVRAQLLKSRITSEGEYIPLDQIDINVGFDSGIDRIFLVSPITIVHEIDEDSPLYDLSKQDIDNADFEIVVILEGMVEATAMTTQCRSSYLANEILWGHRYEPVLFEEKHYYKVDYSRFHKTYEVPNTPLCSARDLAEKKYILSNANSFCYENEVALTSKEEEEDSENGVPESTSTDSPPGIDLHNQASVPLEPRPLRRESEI
CHT block – human CHT choline transport inhibition; Q9GZV3; 0.86% of 310,000 active; CHT-expressing cells, membrane potential dye, choline response; active compounds read low; B-score at 10 µM;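 active means B-score over 3 SD under the library average, and starting fluorescence ratio not unusually high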;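 further: choline stimulus applied at its EC90 after an EC20 pre-addition; B-score computed on integrated fluorescence ratio after choline addition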
Target sequence (Q9GZV3 whole entry, looked up): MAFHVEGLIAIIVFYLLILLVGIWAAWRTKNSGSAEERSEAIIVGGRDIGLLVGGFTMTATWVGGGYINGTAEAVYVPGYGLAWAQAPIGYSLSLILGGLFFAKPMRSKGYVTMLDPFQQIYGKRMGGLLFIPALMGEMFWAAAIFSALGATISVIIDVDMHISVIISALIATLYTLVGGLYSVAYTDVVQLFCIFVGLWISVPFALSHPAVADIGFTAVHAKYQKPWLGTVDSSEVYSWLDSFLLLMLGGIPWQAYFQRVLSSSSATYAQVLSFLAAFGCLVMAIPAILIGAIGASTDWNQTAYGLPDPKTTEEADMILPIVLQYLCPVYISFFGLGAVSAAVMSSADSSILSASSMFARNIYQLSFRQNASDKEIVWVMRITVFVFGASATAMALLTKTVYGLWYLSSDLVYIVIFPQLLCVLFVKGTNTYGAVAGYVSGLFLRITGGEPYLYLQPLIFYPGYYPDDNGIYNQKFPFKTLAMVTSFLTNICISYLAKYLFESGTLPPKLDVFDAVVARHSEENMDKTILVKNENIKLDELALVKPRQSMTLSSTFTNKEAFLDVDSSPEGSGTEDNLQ
KCNQ2 block – KCNQ2 channel blockers in CHO-K1 cells – cell-based, FluxOR thallium flux, B-score, primary screen (AID 2156); 20 min; active compounds read low; 1.1% of 310,000 active; B-score at 10 µM;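 active means fluorescence ratio B-score at most minus 3 library SDs, with starting brightness B-score within 2 library SDs, cut at about -5.5 in these data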
* hit, by the source's call; i = inactive; & = joins results of further samples.

Kir21 inh,CHT block,KCNQ2 block,Compound
-0.2,i,i,CC(=O)[C@@H]1[C@@H](C(=O)c2ccc(F)cc2)[C@]2(C(=O)Nc3ccccc32)[C@H]2C=Cc3cc(F)ccc3N12
2.1,i,i,Cc1ccccc1N1CC(C(=O)N2CC(C)CC(C)C2)CC1=O (configuration not stated)
-0.02,i,i,C#CCOC(=O)CN1C(=O)c2cccc3cccc(c23)C1=O
-1.5,i,i,CCn1cc(C(=O)NC(=S)Nc2cccc(O)c2)cn1
-3.5,i,i,O=C1CCC(/C=C/c2ccccc2)=NN1Cc1ccccc1Cl
0.36,i,i,COc1cc(/C=N/NC(=O)c2csc3c2CCCC3)cc(OC)c1O
0.94,i,i,CCNC(=S)NNC(=O)c1c(Cl)c(C)nn1C
-0.94,i,i,CCn1c(/C=C2\C(=O)N(C(C)C)c3ccccc32)nc2ccccc2c1=O
-0.89,i,i,CNc1nc2ccccc2n1N
-3.9,i,i,O=C(c1cccs1)N(c1ccc(Cl)cc1)C1C=CS(=O)(=O)C1 (configuration not stated)
-0.06,i,i,Cc1ccc(N(CC(=O)N2CCOCC2)S(C)(=O)=O)cc1C
0.18,i,i,O=C(CCC(=O)N1CCOc2ccccc21)NCCCN1CCN(Cc2ccccc2)CC1
-1,i,i,Cc1cccc(C(=O)NCCN(C)C)c1
2.3&-1.7,i,i,O=C(O)C(CCCCNS(=O)(=O)c1ccc(F)cc1)NS(=O)(=O)c1ccc(F)cc1 (configuration not stated)
0.12,i,i,COc1ccc(-n2c(C)ccc2C)c([N+](=O)[O-])c1

(cont.)
Kir21 inh,CHT block,KCNQ2 block,Compound
0.59,i,i,CCOC(=O)c1oc2c(CN3CCCCC3C)c(O)ccc2c(=O)c1-c1ccc(OC)c(OC)c1 (configuration not stated)
0,i,i,O=C(CCCCC(=O)NNC(=O)COc1ccccc1)NNC(=O)COc1ccccc1
0.73,i,i,CCc1ccc(-c2cc(C(=O)N3N=C(C(F)F)CC3(O)C(F)F)c3ccccc3n2)cc1 (configuration not stated)
-1.2&0.34,i,i,CN(CCOc1ccc(CC2SC(=O)NC2=O)cc1)c1ccccn1 (configuration not stated)
-1.3,i,i,COc1ccc(S(=O)(=O)n2nc(-c3ccc(Cl)cc3)cc2N)cc1OC
-1.1,i,i,NC(=O)c1ccccc1N(Cc1ccccc1)S(=O)(=O)c1ccccc1
1.1,i,i,Cc1cccc[n+]1CC(=O)Nc1ccc([N+](=O)[O-])cc1Cl
0.43,i,i,NS(=O)(=O)c1cc(C(=O)Nc2ccc3c(c2)OCCCO3)ccc1Cl
0.82,i,i,O=C(NCc1ccncc1)C(=O)NCC1OCCN1S(=O)(=O)c1ccc(F)cc1 (configuration not stated)
0.12,i,i,COc1ccc(-c2nnn(CC(=O)NCCc3c[nH]c4ccccc34)n2)cc1OC
0.89,i,i,COC(=O)c1sc(S(=O)(=O)Nc2ccc(C)c(C)c2)c(C(=O)OC)c1C
-0.46,i,i,COc1cc(OC)cc(C(=O)Nc2nc(CC(=O)NCCc3ccccc3)cs2)c1
0.08,i,i,CC1(OC(=O)CCc2ccccc2)C(=O)C=C2C=C(c3ccc(C#N)cc3)N(CCc3c[nH]c4ccccc34)C=C2C1=O (configuration not stated)
1.8,i,i,CSc1nnc(NC(=O)c2ccco2)s1
0.01,i,i,COc1cc(C(=O)N=c2sccn2C)c([N+](=O)[O-])cc1OC

Only KCNQ2 block (4 entries from above):
Compound,KCNQ2 block
COc1ccc(-c2nnn(CC(=O)NCCc3c[nH]c4ccccc34)n2)cc1OC,i
CSc1nnc(NC(=O)c2ccco2)s1,i
O=C(NCc1ccncc1)C(=O)NCC1OCCN1S(=O)(=O)c1ccc(F)cc1 (configuration not stated),i
COc1cc(OC)cc(C(=O)Nc2nc(CC(=O)NCCc3ccccc3)cs2)c1,i

Remaining list, next part
Kir21 inh,CHT block,KCNQ2 block,Compound
-0.17,i,i,O=C(COC(=O)c1cc([N+](=O)[O-])ccc1NCCO)NCc1cccs1
0.46,i,i,COc1ccc(NC(=O)C2CCCN2c2nn3c(=O)cc(C)nc3s2)cc1 (configuration not stated)
-0.78,i,i,COc1ccc(S(=O)(=O)N2CCN(c3ccc(C)cc3C)CC2)cc1OC
0.38,i,i,O=C(N/N=C/c1cccc([N+](=O)[O-])c1)c1ccc2c(c1)OCCO2
-1.2,i,i,CCCCSc1nnc2nc(C)cc(C)n12
-0.1,i,i,Cc1nc(Cl)c2c(n1)NC(=O)CO2
-1.7,i,i,O=S(=O)(NC(=NC1CCCCC1)c1ccccc1)c1ccccc1
0.24,i,i,CCN1CCN(Cc2ccc(NC(=O)c3cc(NC(=O)C(=O)c4c[nH]c5ccccc45)cc(OC)c3)cc2C(F)(F)F)CC1
-1.4,i,i,Cn1c(N)c(C(=O)CCl)c(=O)n(Cc2ccccc2)c1=O
0.28,i,i,Cc1cc(C)c(S(=O)(=O)N2CCCC(C(=O)N3CCCC3)C2)c(C)c1 (configuration not stated)
0.41,i,i,C=C(C)c1cccc(C(C)(C)NC(=O)N2CCC(C)CC2)c1
1.9,i,i,CCOc1ccc(C(=O)NC(C)CCc2ccccc2)cc1 (configuration not stated)
-0.05,i,i,CC(=O)Nc1ccccc1OCc1cnc(Cl)s1
-0.57,i,i,CCOc1ccc(C2CC(=O)NC3=C2C(=O)CCC3)cc1Cl (configuration not stated)
-1.8,i,i,Cc1ccc(S(=O)(=O)NCC2CCC(C(=O)NCCCN3CCCC3=O)CC2)cc1 (configuration not stated)

(listing goes on)
Kir21 inh,CHT block,KCNQ2 block,Compound
0.8,i,i,COc1ccc(N2CCN(S(=O)(=O)c3cccc(C(F)(F)F)c3)CC2)cc1
0.87,i,i,COc1cccc2cc(C(N)=O)oc12
0,i,i,Cc1ccc(NC(=O)Nc2nc(-c3ccc(C)s3)cs2)cc1
-0.04,i,i,COCCCNC(=O)CCCn1c(=O)[nH]c2ccccc2c1=O
-1.9,i,i,COC(=O)c1ccc2c(=O)n(CC3CCCO3)c(SCC(=O)Nc3ccccc3Cl)nc2c1 (configuration not stated)
0.22,i,i,CC1CCc2sc(C(=O)NNC(=S)NC3CC3)cc2C1 (configuration not stated)
0.69,i,i,CCc1ccc(CNCCSc2nnnn2C)cc1
-0.48,i,i,O=C(/C=C/c1ccc([N+](=O)[O-])cc1)N(c1ccccn1)C1CCCCC1
-0.62,i,i,O=C(CN1CCN(c2nc(-c3ccccc3)cs2)CC1)NCc1ccc2c(c1)OCO2
0,i,i,C[C@H](C(=O)CC(=O)OC(C)(C)C)[C@H](O)c1ccccc1
-0.57,i,i,CCOc1ccc(C(=O)CCC(=O)Nc2ncccc2O)cc1
1.2,i,i,COCCNC(=S)N/N=C(\C)c1cc2ccccc2o1
-1.6,i,i,C[C@H](NS(=O)(=O)c1ccccc1)C(=O)OCC(=O)NC(=O)Nc1ccc2c(c1)OCCO2
-1.4,i,i,COc1ccc(NC(=O)C2CC(=O)N/C(=N/N=C/c3ccco3)S2)cc1 (configuration not stated)
1.1,i,i,CCOC(=O)c1sc(=S)n(-c2cc(F)ccc2F)c1N

Remaining list, next part
Kir21 inh,CHT block,KCNQ2 block,Compound
-1.5,i,-8.5*,O=C(Nc1cccc(C(F)(F)F)c1)c1ccc2nc(-c3ccco3)c(-c3ccco3)nc2c1
0.33,i,i,CCc1nonc1NC(=O)c1oc2ccc(Br)cc2c1C
-1.6,i,i,CCOc1ccc(S(=O)(=O)NCCSCc2ccco2)cc1
-0.03,i,i,CCC(CC)C(=O)NCCc1cc2cc(C)c(C)cc2[nH]c1=O
-0.26,i,i,CN(CC(=O)Nc1ccccc1Cl)C(=O)c1ccc(-c2cccc(C(F)(F)F)c2)o1
-1.3,i,i,O=C(Cn1c(SCC(=O)NC2CCCC2)nnc1-c1ccncc1)Nc1ccc2c(c1)OCO2
0.22,i,i,CC(NC(=O)COC(=O)c1ccccc1SCC(=O)N1CCCC1)c1ccccc1 (configuration not stated)
-0.88,i,i,CCOC(=O)c1sc(NC(=O)CSc2nc(C)cc(-c3ccccc3)n2)c(C#N)c1C
0.68,i,i,O=C(CN1C(=O)NC2(CCCC2)C1=O)Nc1cccc(C(F)(F)F)c1
0.65,i,i,Cc1cc(C(=O)NCc2ccccc2)c(=O)[nH]c1C
0.7,i,i,COC(=O)C1=C(C)N(CCC2=CCCCC2)C(=O)C1
-0.67,i,i,CC1CCN(c2c(NCC3CCC(C(=O)N4CCc5ccccc5C4)CC3)c(=O)c2=O)CC1 (configuration not stated)
0.51,i,i,S=c1[nH]nc(-c2ccc(Br)cc2)n1-c1ccc(Br)cc1
-0.81,i,i,O=[N+]([O-])c1ccc(-n2ccnc2)cc1
0.56,i,i,COc1ccc(N2C(=O)C3C(C2=O)C2C=CC3C23CC3)c([N+](=O)[O-])c1 (configuration not stated)

Next part:
Kir21 inh,CHT block,KCNQ2 block,Compound
-1.5,i,i,COc1ccc(OC(C)C(=O)NC2CCCCCC2)cc1 (configuration not stated)
-0.61,i,i,O=[N+]([O-])c1cc(Cl)ccc1N1CCOCC1
-1.9,i,i,Cc1ccc2oc(=O)c3cc(C(=O)NCCCN4CCc5ccccc5C4)sc3c2c1
-0.04,i,i,O=C(COC(=O)c1ccc(CO)cc1)Nc1ccc(OC(F)F)cc1
0.22,i,i,CCOC(=O)c1[nH]c(C)c(C(=O)C(C)C)c1C
1.5,i,i,COc1ccc2c(c1)c(=O)oc1cc(OCC(=O)NCC3CCC(C(=O)O)CC3)ccc12 (configuration not stated)
-0.38,i,i,c1ccc(-n2ncc3c(NCc4cccs4)ncnc32)cc1
-2.8,i,i,Cc1ccc(S(=O)(=O)Nc2c(NC3CCCCC3)c3ccccc3oc2=O)cc1
-0.35,i,i,CCN(CC)c1ccc(C(=O)N/N=C/c2ccccc2OC(F)F)cc1
1.2,i,i,Cc1ccc(NC(=O)CSCC(=O)N2CCN(c3cccc(C(F)(F)F)c3)CC2)cc1
1.9,i,i,O=C(Nc1ccccc1Cl)Nn1cnnc1
-1.4,i,i,CCOc1cc(C2C(C(=O)OC)=C(C)N=C3SC(C)C(=O)N32)ccc1OC(C)=O (configuration not stated)
0.98,i,i,O=C(Cc1ccccc1)NNC(=O)c1ccccc1C(=O)O
1.5,i,i,O=C(/C=C/c1cccs1)N1CCC2(CC1)Oc1ccc(Cl)cc1C(=O)C21CC(c2ccc(Cl)cc2)=NO1 (configuration not stated)
-3.2,i,i,Cc1ccc(CN2CCN(/N=C/c3cc(Br)cc(Br)c3O)CC2)cc1

(more compounds)
Kir21 inh,CHT block,KCNQ2 block,Compound
0.7,i,i,Cc1cc(-c2ccc(S(=O)(=O)N3CCc4ccccc4C3)s2)on1
-0.61,i,i,CCCC/C(C)=N/NC(=O)CN(c1ccc(Br)cc1)S(=O)(=O)c1ccccc1
-0.01,i,i,CC1(C)C[C@@H]2C[C@@](C)(CN2C(=O)c2cc(COc3cccc(C(F)(F)F)c3)on2)C1
0.72,i,i,COc1ccc(/C=C2/NC(=O)CNC2=O)cc1
-1.3,i,i,CN1CCN(C(=S)NC(=O)c2ccccc2Br)CC1
0.07,i,i,COc1ccc2[nH]c(C)c(C(=O)CN3CCc4cc(OC)c(OC)cc4C3)c2c1
-0.98,i,i,O=C(N/N=C/c1ccccc1O)c1cc(=O)[nH]c2ccccc12
1.4,i,i,CCOC(=O)c1c(C)n(-c2ccc(OC)cc2)c2c(C/C(C)=N/O)c(Br)c(OC)c(O)c12
1.2,i,i,Cc1ccc(Sc2nc(-c3ccccc3)nnc2C(F)(F)F)cc1
0.75,i,i,O=C(/C=C/c1cccc([N+](=O)[O-])c1)Nc1ccccn1
1.4,i,i,COC(=O)c1sccc1NC(=S)Nc1ccccc1
-0.56,i,i,O=C(c1cccc(N2C(=O)C3C4C=CC(C4)C3C2=O)c1)N1CCCc2ccccc21 (configuration not stated)
0.02,i,i,Cc1ccc(Cn2c(N)nc3ccccc32)cc1
0.03,i,i,CSc1nc(-c2ccccc2)nc(N2CCCC2)c1C(C)=O
-1.4,i,i,N#Cc1ccc(Oc2c(Cl)cncc2Cl)cc1

(continued)
Kir21 inh,CHT block,KCNQ2 block,Compound
0.4,i,i,Cc1c(-n2c(CN3C(=O)c4ccccc4C3=O)nc3ccccc3c2=O)c(=O)n(-c2ccccc2)n1C
-0.4,i,i,COc1ccc(C2(C(=O)Nc3ccc(OC)cc3OC)CCCC2)cc1
0.58,i,i,COC(=O)C1=C(C(=O)OC)[C@@H]2N(Cc3ccccc3)c3ccccc3[C@@]23C[C@@H](C(=O)OC)N(C(=O)c2cc(C)oc2C)C3=N1
0.97,i,i,C=CCN(C(=O)CCC(=O)Nc1cc(C)on1)C(C(=O)NC(C)(C)CC)c1cccc(OC)c1OC (configuration not stated)
-0.29,i,i,CCOC(=O)CCCCCNC(=O)c1ccc(F)cc1F
0.34,i,i,Cc1cccn2c(=O)c3cc(C(=O)NC4CCCC4)c(=N)n(C4CCCCC4)c3nc12
0.39,i,i,COc1cc(OC)c(S(=O)(=O)Nc2ccccc2N2CCCCC2)cc1NC(C)=O
-1.2,i,i,Cc1ccc(S(=O)(=O)N(C)CC(=O)Nc2cccnc2)cc1

Whole records, looked up by structure. Screens in order: Kir21 inh | CHT block | KCNQ2 block
Shown for COc1ccc(C2(C(=O)Nc3ccc(OC)cc3OC)CCCC2)cc1 = -0.4 | i | i
Shown for Cc1c(-n2c(CN3C(=O)c4ccccc4C3=O)nc3ccccc3c2=O)c(=O)n(-c2ccccc2)n1C = 0.4 | i | i
Shown for Cc1ccc(S(=O)(=O)N(C)CC(=O)Nc2cccnc2)cc1 = -1.2 | i | i
Shown for COc1cc(OC)c(S(=O)(=O)Nc2ccccc2N2CCCCC2)cc1NC(C)=O = 0.39 | i | i
Shown for COC(=O)C1=C(C(=O)OC)[C@@H]2N(Cc3ccccc3)c3ccccc3[C@@]23C[C@@H](C(=O)OC)N(C(=O)c2cc(C)oc2C)C3=N1 = 0.58 | i | i
